aSyn UTR inh: MLPCN primary screen, SNCA 5' untranslated region; inhibition, % (tested at 7.5 µM); actives 0.82% (n = 300,000); alpha-synuclein 5'UTR reporter, inhibitor activity; in the data active means inhibition above about 60%; inconclusive means no clear call, values can overlap the other calls;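 further: H4 neuroglioblastoma cells stably carrying SNCA 5'UTR luciferase fusion; 0% = DMSO wells and 100% = positive control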
HSF1 inhib: HSF1 inhibitors in luciferase reporter cells, primary screen, cell-based, NIH3T3, luminescence; actives 0.77% (n = 300,000); NIH3T3-HGL HSE-luciferase, MG132-induced, luminescence 8 h; stronger effect = lower value; AID 2098, 2009; activity change, negative = inhibition, % at 7.5 µM (by protocol);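 active means more than half of replicate wells show activity change below -50%, luminescence cut by over half; inconclusive means some wells, but at most half, below -50%; inactive means no replicate well below -50%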;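 further: luciferase reports HSF-1 transcriptional activity via heat shock element; 0% = median of DMSO wells and -100% = zero luminescence signal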
AI-2 QS mod: Vibrio harveyi AI-2 quorum sensing modulators, primary screen, JMH597 strain, luminescence/OD600 ratio. Vibrio harveyi JMH597 AI-2 luminescence/OD600 ratio, 9 h; stronger effect = lower value; strain lacks LuxN and CqsS sensors; 0 = neutral-control median. activity change, % at 7.5 µM. actives 0.4% (n = 300,000). AID 2094, 2009; in the data active means activity change below about -75%, passing the limit was not always enough; inconclusive means no clear call, values can overlap the other calls;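 further: luminescence divided by OD600 gain over 9 h not by final OD600 alone; inactives centre near 13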
HIF act: HIF pathway transcriptional activators, primary screen, cell-based, U2OS HRE-luciferase, luminescence; actives 0.32% (n = 300,000); AID 1910, 2009; U2OS HRE-luciferase reporter; normalized: DMSO 0%, desferrioxamine 100%; activation, % at 7.5 µM (by protocol);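 active means mean activation of at least 10% of the iron chelator positive control signal, with at least half of replicates also reaching 10%; inconclusive means mean and replicate majority disagree about reaching 10%; inactive means mean and most replicates under 10%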
Platelet DG rel: inhibitors of platelet dense granule secretion, primary screen, cell-based, MLPCN, human platelets; actives 0.22% (n = 300,000); human platelet-rich plasma, SFLLRN dense granule ATP release, luminescence; inhibition, %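 (compounds screened at 7.5 µM in platelet-rich plasma)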; AID 1663, 2009;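 active means mean replicate score, as percent of positive control, at or above 50; inconclusive means mean below 50 but at least one replicate at or above 50; inactive means mean and every replicate below 50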
HSF-1 act: HSF-1 activators, primary screen, NIH3T3-HGL cells, MG132 stress, luminescence, single point; NIH3T3-HGL HSF-1 luciferase reporter, 8 h; 100% = twice DMSO control signal; activation, % at 9 µM; actives 1.7% (n = 300,000);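 active means mean replicate activation of at least 50% with a set share of replicates each reaching 50%; inconclusive means only one of those two conditions met; inactive means mean below 50% and too few replicates reaching it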;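 further: 0% = median of the neutral control wells and 100% = twice that signal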
IEC-6 cytotox: cytotoxicity in IEC-6 intestinal epithelial cells, primary screen, cytotoxicity control for KLF5 inhibitor project, cell-based, luminescence; inhibition, % at 5 µM; actives 0.78% (n = 290,000); AID 1825, 2009; IEC-6 cytotoxicity, luminescence viability; in the data active means inhibition above about 22%;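 further: 0% = plate median of test compound wells and 100% = cytotoxic reference compound wells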
HDAC3 inhib: HDAC3 deacetylase inhibitors, primary screen, biochemical, fluorescence, cell-free homogeneous. recombinant HDAC3, fluorogenic peptide/trypsin coupled. inhibition, % at 8.3 µM. actives 0.15% (n = 320,000); in the data active means inhibition above about 26%, passing the limit was not always enough; inconclusive means no clear call, values can overlap the other calls
Target sequence (O15379 whole entry, looked up): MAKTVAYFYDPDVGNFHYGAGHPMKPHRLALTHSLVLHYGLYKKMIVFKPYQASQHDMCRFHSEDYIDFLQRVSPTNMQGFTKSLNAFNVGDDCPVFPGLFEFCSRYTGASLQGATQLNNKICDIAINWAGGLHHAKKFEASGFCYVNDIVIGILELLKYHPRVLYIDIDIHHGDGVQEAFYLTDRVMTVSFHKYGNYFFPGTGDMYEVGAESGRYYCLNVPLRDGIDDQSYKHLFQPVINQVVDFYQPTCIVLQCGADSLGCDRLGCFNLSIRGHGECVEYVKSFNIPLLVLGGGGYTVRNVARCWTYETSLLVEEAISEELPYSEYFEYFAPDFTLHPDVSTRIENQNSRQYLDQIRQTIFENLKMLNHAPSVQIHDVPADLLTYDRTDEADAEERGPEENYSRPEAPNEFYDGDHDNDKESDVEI
KLF5 inhibitor: KLF5 expression inhibitors, primary screen, DLD-1 cells, luminescence; DLD-1 KLF5 promoter-luciferase reporter; inhibition, % at 5 µM; actives 0.23% (n = 290,000);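 active means inhibition above a per-plate limit of that plate's mean compound inhibition plus 3 SD, cut at about 60% in these data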;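 further: 0% = DMSO wells and 100% = LY294002 at 200 µM; higher means less KLF5 promoter-driven luciferase light; inactives centre near -14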
HSP90 refold inh: HSP90 inhibitors, primary screen, cell lysate, luminescence; Rabbit reticulocyte lysate, luciferase refolding luminescence, 3 h; AID 1789, 2009; inhibition, % at 5.6 µM; Heat shock protein HSP 90 (rabbit reticulocyte lysate; luciferase refolding); actives 0.91% (n = 290,000);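 active means inhibition above the screen-wide mean plus 3 SD, computed separately per campaign, cut at about 16% in these data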;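 further: 0% = DMSO wells and 100% = 60 µM geldanamycin wells; inhibitors lower the luminescence because luciferase stays unfolded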
* hit, by the source's call; ? = inconclusive; / = not tested or not shown.

Compound,HIF act,AI-2 QS mod,IEC-6 cytotox,HSF1 inhib,aSyn UTR inh,HSF-1 act,HSP90 refold inh,Platelet DG rel,KLF5 inhibitor,HDAC3 inhib
CCOC(=O)c1cnn(-c2cc(Oc3ccccc3C)ncn2)c1N,1.6,17,-7,7,-88,-6,-1,0,-28,-11
COc1ccc(C(=O)/C=C/Nc2ccc(S(N)(=O)=O)cc2)cc1OC,/,12,-9,/,-8,/,1,-1,-30,8
O=C(NN1C(=O)C2C3C=CC(C4CC34)C2C1=O)c1ccc(Cl)cc1Cl (centres undefined),-0.6,16,0,-1,-5,-5,-2,5,-21,-14
COc1cccc(CN2C(=O)c3ccccc3S2(=O)=O)c1,-4.2,/,0,-1,8,5,-1,1,-58,6
COc1cccc(NC(=O)CSc2nnc(Cn3c(=O)sc4ccccc43)n2C)c1,/,/,-3,/,/,/,-6,/,-16,-8
COc1ccc2nc(NC(=O)Cn3cnc4ccccc4c3=O)sc2c1,0.3,-26,-6,-1,-17,5,-2,2,-33,-4
O=C(N/N=C/C(Cl)=C/c1ccc([N+](=O)[O-])cc1)C(=O)Nc1ccccc1C(=O)O,-0.1,16,-2,3,20,11,4,0,12,-3
NC(=O)CC[C@@H]1NC(=O)[C@H](CO)NC(=O)c2cc([N+](=O)[O-])cc(I)c2OCC[C@@H](C(N)=O)NC1=O,-1.1,14,3,-4,-15,1,-1,-4,-14,13
Cc1cn(S(=O)(=O)c2cc(Br)ccc2Br)cn1,/,19,0,/,14,/,0,-2,9,0
Cc1nn(Cc2ccc(F)cc2)c(C)c1NC(=O)c1cc(-c2ccc3c(c2)OCO3)on1,-0.3,10,-4,2,43,16,3,0,-13,-9
COc1ccc2c(c1)O[C@H](c1ccc3c(c1)OCO3)[C@@H](OC(=O)N[C@H](C)C1CCCCC1)C2=O,1.9,14,9,4,-8,10,-1,-2,-144,10
O=C(NN1CCOCC1)c1ccc(Cl)cc1[N+](=O)[O-],-0.5,29,-3,-8,5,-8,0,-10,-43,/
CN(C1CCCCC1)S(=O)(=O)c1ccc(-c2ccccn2)s1,0.2,3,-2,-2,12,41,-1,-9,-17,4
COc1cc(NC(=O)c2cc(Br)cc(C)c2OC)ccc1NC(=O)C(C)C,-0.7,4,4,-7,34,-21,4,-2,0,0
O=C(Nc1ccc(S(=O)(=O)N2CCCCCC2)cc1)c1ccc(Br)o1,0.0,-6,12,-1,-50,-1,4,-2,-29,1
CCCCOC(=O)CNc1nnc(SCC(=O)OCC)[nH]c1=O,0.0,11,-1,1,-18,22,4,14,-13,?
CC1CCN(c2ccc(-c3cccs3)nn2)CC1,-9.2,14,7,-67*,102*,-72,81*,43,98*,-2
CC(NC(=O)c1cccc(S(=O)(=O)N(C)C)c1)C1CC2CCC1C2 (centres undefined),0.5,5,2,3,0,23,3,9,10,-3
O=C(Cc1ccc(Cl)cc1Cl)OCC(=O)c1ccc[nH]1,1.4,0,4,4,2,-19,1,0,1,5
COc1ccc(NC(=O)CN(C)C(=O)CCc2c[nH]c3ccccc23)cc1,0.0,16,2,4,-17,-5,1,-13,2,1

Compound,HIF act,AI-2 QS mod,IEC-6 cytotox,HSF1 inhib,aSyn UTR inh,HSF-1 act,HSP90 refold inh,Platelet DG rel,KLF5 inhibitor,HDAC3 inhib
COc1ccc(C(CNC(=O)c2ccc(NS(=O)(=O)c3ccc4c(c3)OCCO4)cc2)N(C)C)cc1 (centres undefined),0.1,0,/,-1,-8,2,/,-26,/,13
CC1CCCN(C(=O)C(C)Nc2cc(Cl)ccc2N2CCOCC2)C1 (centres undefined),-0.5,6,3,-5,-5,6,-10,3,-29,-1
COC(=O)c1cn(Cc2cc(OC)ccc2OC)cc(F)c1=O,-0.8,6,10,-10,3,-1,6,3,-1,0
COc1ccccc1-c1c(-c2ccc(O)cc2O)n[nH]c1C(F)(F)F,1.1,-3,8,-7,-24,-14,3,0,-20,7
O=C(Nc1nc(-c2ccccc2)cs1)Nc1ccc(F)cc1F,1.7,-9,-1,0,-63,10,-3,4,-33,-2
Cc1ccc(-n2c(O)c(C=Nc3ccc4c(c3)OCO4)c3ccccc3c2=O)cc1C,0.1,21,0,5,8,16,0,2,-31,8
O=c1[nH]c(-c2ccccc2)nn1-c1ccc(Br)cc1Br,0.7,/,2,-4,16,18,3,-12,-43,-5
COc1ccc(-n2c(SCC(=O)Nc3ccc(NC(C)=O)cc3)nc3c([nH]c4ccccc43)c2=O)cc1OC,-0.2,31,0,5,26,8,4,-5,-47,-19
NNC(=O)c1ccc(N2CCc3ccccc32)c([N+](=O)[O-])c1,-0.7,8,10,?,10,-33,5,8,11,4
Cc1ccccc1CN1CCC(C(=O)Nc2ccc(Oc3cccnc3)cc2)CC1,-0.7,12,6,4,4,0,0,2,6,-3
CCCCN1CC2([N+](=O)[O-])C=CC(=O)C([N+](=O)[O-])(C1)C2CC(=O)c1ccccc1 (centres undefined),-0.1,29,2,-3,6,4,1,-9,-39,/
O=C(Oc1ccccc1)N1CCN(c2ccc(F)cc2)CC1,-0.1,18,1,3,-18,-15,3,-12,-9,11
Nc1ccc(NC2C[C@@H](C(=O)O)NC2=O)cc1 (some centres undefined),-0.1,28,-5,8,-4,9,-3,-4,-2,-1
CC(C(=O)Nc1sc2c(c1C#N)CCCCC2)N1C(=O)c2ccccc2C1=O (centres undefined),/,16,-2,/,10,/,-3,1,-21,/
CC(C)C[C@@H](CN=[N+]=[N-])N1CCN(C)CCC1=O,-1.0,17,-2,9,0,31,-2,0,-24,7
Cc1cc(C)n(-c2cccc(CN(C)Cc3nc(-c4cnccn4)no3)c2)n1,0.0,18,2,-11,1,-6,2,9,-59,-8
Cc1nc(CS(=O)(=O)c2ccc(Cl)cc2)sc1C(=O)O,0.1,14,4,-3,22,-13,33*,0,-25,-8
Cc1occc1-c1nnc(SCC(=O)NCCc2ccccc2)n1C(C)c1ccccc1 (centres undefined),0.0,-11,0,18,2,31,3,-2,6,6
CCCCNc1c(-c2cccc(-c3ccc(OC)cc3)c2)nc2ccc(C)cn12,3.6,-1,/,2,-48,-6,/,-2,/,-12
N=c1c2c3c(sc2ncn1Cc1ccccc1)CCCC3,0.4,8,12,0,4,-12,-4,-20,1,-2

Compound,HIF act,AI-2 QS mod,IEC-6 cytotox,HSF1 inhib,aSyn UTR inh,HSF-1 act,HSP90 refold inh,Platelet DG rel,KLF5 inhibitor,HDAC3 inhib
COC(=O)Nc1ccc(S(=O)(=O)N2CCCC(C(=O)Nc3cccc4c3OCCO4)C2)cc1 (centres undefined),-0.2,16,0,-10,19,-14,4,0,4,-3
CC(C)NS(=O)(=O)c1ccc(OCC(=O)Nc2ccc3c(c2)OCCO3)cc1,-0.2,-10,0,-1,19,-12,1,2,-7,5
Cc1cccc(C)c1OCc1cc(C(=O)NC2CCC2)no1,0.6,5,0,9,-66,24,1,-5,-44,-7
Cc1ccc(NS(=O)(=O)c2c(C)nc3sccn3c2=O)cc1C,-0.3,26,2,-5,-4,-1,-3,-8,-21,8
CCCCN(CCCNC(=O)CN1C(=O)COc2ccc(S(=O)(=O)N3CCC(C)CC3)cc21)Cc1ccccc1,0.5,/,-5,5,17,6,-4,13,-31,3
COc1ccccc1CC(=O)N(Cc1ccccc1)c1cccc(C)c1,-0.3,-10,4,0,23,-8,6,2,2,1
CCCCC(CC(O)COCCC)c1n[nH]c(=S)n1-c1ccccc1 (centres undefined),0.3,22,10,1,9,-2,4,1,-27,-16
Cc1ccc(-c2noc(C3CCN(S(=O)(=O)c4ccc5c(c4)OCCO5)CC3)n2)o1,-0.2,4,-4,6,1,0,-1,9,-3,12
Cc1ccc(C(=O)Cn2c(NCCO)nc3ccccc32)cc1,-0.7,19,5,-5,8,-6,0,0,-13,5
Cc1ccnc(NC(=O)c2ccc(S(=O)(=O)N3CCCC3)cc2)c1,1.2,10,/,5,-30,-16,/,-9,/,7
O=C(CN1C(=O)c2ccccc2S1(=O)=O)NCCSCc1cccc(Cl)c1,0.0,-17,1,-10,3,-11,4,/,-13,6
CSc1c(CC(=O)Nc2ccccc2C(F)(F)F)n(Cc2ccccc2)c2ccccc12,-1.2,23,2,4,6,19,6,18,-10,-6
C=C(C(=O)c1ccccc1)C(C)C(=C)C(=O)c1ccccc1,-1.0,20,8,59,-149,79*,4,6,-9,1
Cc1ccc(OCC(=O)Nc2ccc3c(c2)OCCO3)cc1C,-0.7,4,-4,-63*,-23,-59,8,1,-30,-6
O=C(CCc1nnc2ccc(NCc3ccccc3Cl)nn12)NC1CCCCC1,-0.2,1,4,4,-18,16,1,-11,-50,-9
NC(=O)CSC1=Nc2ccccc2C2=NC(c3ccccc3)C(=O)N12 (centres undefined),-0.5,30,2,1,-6,34,-2,-5,-16,-6

Bioassay records (PubChem)
